# High-throughput results: PubChem, National Center for Advancing Translational Sciences (NCATS)
# uPA generation: blocks generation of uPA at the cell surface; Potency, µM (doses to about 38.3 µM), without a hit: top-dose activity change, negative = inhibition, usual class: inhibitors; AID 540303; cell surface uPA generation assay, qHTS; hit rate 0.31% among 330,000; active means well fitted inhibition curve with a large enough effect; inconclusive means small, poorly fitted or top-dose-only effect; inactive means no such curve, though single readings can be large or run the other way; tested in mouse RAW 264.7 cells; further: potency means the concentration at half of the fitted maximal effect; on the % scale 0 is the no-effect control and ±100 the full control effect; nearly all actives have a fitted effect of over 55% in size
# TSG101-PTAP inh: blocks PTAP/TSG101 interaction to inhibit HIV-1 budding. Fluorescence polarization, FITC-PTAP peptide / Tsg101 binding. Potency, µM (titrated, usually from 115 µM), inactives show at the top dose activity change, negative = inhibition, most hits filed as inhibitors. 340,000 tested, under 10 active; active means well fitted inhibition curve with a large enough effect in the main read-out, with a control signal flat, not every such curve was filed as active; inconclusive means small, poorly fitted or top-dose-only effect, or effect the other way, or a change in a side signal; inactive means no such curve, though single readings can be large or run the other way; further: potency means the concentration at half of the fitted maximal effect; % of control where 0% means no effect
# Target sequence (Q99816 whole entry, looked up): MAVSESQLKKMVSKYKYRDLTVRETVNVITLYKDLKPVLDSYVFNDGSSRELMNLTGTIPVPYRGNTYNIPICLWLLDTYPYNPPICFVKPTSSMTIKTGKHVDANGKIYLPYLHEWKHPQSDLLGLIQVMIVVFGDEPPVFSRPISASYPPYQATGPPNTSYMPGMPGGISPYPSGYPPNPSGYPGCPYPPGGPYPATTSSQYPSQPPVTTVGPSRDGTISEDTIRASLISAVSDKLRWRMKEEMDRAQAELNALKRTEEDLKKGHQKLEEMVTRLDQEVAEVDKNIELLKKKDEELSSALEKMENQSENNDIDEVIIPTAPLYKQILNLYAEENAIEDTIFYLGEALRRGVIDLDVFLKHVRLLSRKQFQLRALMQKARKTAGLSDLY
#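 Fluorescence polarization binding of Tsg101 binding domain (10 uM final) to FITC-labeled PTAP peptide (50 nM final) in HEPES pH 7.5 buffer with NaCl, Tween 20, EDTA, TCEP. Compounds added before peptide; binding 20 min at RT.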
# ELG1 genotox: inducers of genotoxicity in HEK293T ELG1-luciferase cells. HEK293T ELG1-luciferase reporter, luminescence, 16 h. Potency, µM (titrated, usually from 46 µM), for the others: at the highest dose activity change, positive = activation, actives largely listed as activators. hit rate 1.3% among 330,000. AID 504466; further: potency means the concentration at half of the fitted maximal effect; % of control where 0% means no effect; nearly all actives have a fitted effect of over 60% in size
#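 Cells (2,000/well) expressing the ELG1-luciferase fusion are dosed by pin tool and kept 16 hr at 37 °C, 5% CO2. Signal comes from ONE-Glo luciferase reagent after 30 min at room temperature.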
# Integrin act MD: activates integrin-mediated alleviation for muscular dystrophy | hit rate 0.064% among 350,000 | alpha7betagal myoblasts, beta-gal FDG fluorescence, 48 h | AID 624291 | Potency, µM (titrated, usually from 38.3 µM), for inactives: at the top dose activation, hits mostly activators;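 further: potency means the concentration at half of the fitted maximal effect; 100% = response of the positive control SU9516; nearly all actives have a fitted effect of over 60% in size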
#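 Alpha7betagal+/- myoblasts (passage 13) were plated 16-24 hr, then exposed to compounds (1:260 dilution of DMSO stock) for 48 hours at 37C. After MPER lysis, β-galactosidase reporter activity was read as FDG fluorescence (ex 480/em 540) after 30 minutes.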
# B2AR arrestin: beta2AR (human) beta-arrestin recruitment activity. P07550. beta-arrestin recruitment to beta2AR, cell-based reporter. Potency, µM (series often up to 46.1 µM), for the others: at the top dose activation, usual class: activators. hit rate 0.02% among 330,000. AID 492947;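 further: potency means the concentration at half of the fitted maximal effect; 0% = DMSO controls and full agonism = EC100 isoproterenol or metaproterenol; nearly all actives have a fitted effect of over 65% in size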
# Eya2 phos inh: blocks the phosphatase activity of human Eya2; O00167; recombinant Eya2, OMFP fluorescence dephosphorylation (OMFP is methylfluorescein phosphate); Potency, µM (highest dose often 76.9 µM), for the others: at the top dose activity, negative = inhibition, most hits filed as inhibitors; hit rate 0.006% among 330,000; AID 488837; further: potency means the concentration at half of the fitted maximal effect; on the % scale 0 is the no-effect control and ±100 the full control effect
#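 Eya2 (0.2 uM) preincubated 10 min at ambient with compound, then OMFP substrate added at 50 uM; 10 min reaction in 50 mM HEPES pH 7.5, 50 mM NaCl, 5 uM MgCl2, 0.05% BSA, 1 mM DTT. Fluorescence read at Ex 485/Em 525 nm.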
# TRPV1 agonist: activates the human vanilloid receptor TRPV1 | Q8NER1 | TRPV1-expressing cells, Fluo-8 calcium influx, agonist mode | activation, % at 8.33 µM | hit rate 0.19% among 320,000 | AID 540275; in the data active means activation above about 80%; inconclusive means between about 30% and that limit; further: 0% is about no effect
#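 Fluo-8 calcium influx in TRPV1-expressing cells, kinetic read (ex 480/em 520 nm). Compound added and read 3 min for agonist activity, followed by capsaicin at EC20 final and 2 min further read for enhancement.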
# p53 reactivation: restores transcriptional activity of mutant p53; H1299 p53-A138V BP100-luciferase reporter, luminescence, 24 h; hit rate 0.063% among 320,000; Potency, µM (titrated, usually from 92.2 µM), without a hit: at the top dose activity change, positive = activation, most hits filed as activators; AID 504706; further: potency means the concentration at half of the fitted maximal effect; % of control where 0% means no effect; nearly all actives have a fitted effect of over 45% in size
#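 p53-null H1299 cells stably carrying temperature-sensitive p53-A138V and a BP100-luciferase reporter were pinned with compounds (4-point, 1:5 series) and held 24 hrs at 37 deg C. Luminescence was read 10 min after detection reagent.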
# BRCA1 expr up: BRCA1 expression activation | MCF7-BRCA1-FFLuc reporter, luminescence, 48 h; response scale: scaled: vehicle 0%, 10 µM genistein 100% | Potency, µM (titrated, usually from 46.1 µM), for the others: top-dose activation, usual class: activators | hit rate 1.1% among 380,000 | AID 624202; further: potency means the concentration at half of the fitted maximal effect; nearly all actives have a fitted effect of over 80% in size; some results filed as inactive show a strong effect at the top dose
#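 Using MCF7 cells harboring a BRCA1 firefly luciferase reporter, plated 2 h before compound pinning, the screen measured luminescence after 48 h incubation. Responses were normalized to DMSO and 10 microM genistein, then fitted for concentration-effect.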
# ASM inhibitor: blocks human secretory acid sphingomyelinase | placental ASM, HMU-PC fluorogenic substrate, 60 min | Potency, µM (series often up to 57.5 µM), for inactives: at the highest dose activity change, negative = inhibition, most hits filed as inhibitors | hit rate 0.006% among 340,000 | AID 504937; further: potency means the concentration at half of the fitted maximal effect
#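 qHTS format. ASM enzyme prepared from human placenta hydrolyses the fluorogenic substrate HMU-PC0 (9 uM final) over 60 min at 37 °C after a 10 min compound preincubation.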
# USP2a inh: inhibitors of human ubiquitin-specific protease USP2a | Potency, µM (doses to about 38.3 µM), for inactives: at the highest dose activity change, negative = inhibition, hits mostly inhibitors | O75604 | hit rate 0.01% among 330,000 | USP2 core, Ub-CHOP2 coupled fluorogenic reporter, 485/531;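 further: potency means the concentration at half of the fitted maximal effect; plate controls were DMSO wells for no effect and full inhibition by NEM control for full effect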
# Target sequence (O75604 whole entry, looked up): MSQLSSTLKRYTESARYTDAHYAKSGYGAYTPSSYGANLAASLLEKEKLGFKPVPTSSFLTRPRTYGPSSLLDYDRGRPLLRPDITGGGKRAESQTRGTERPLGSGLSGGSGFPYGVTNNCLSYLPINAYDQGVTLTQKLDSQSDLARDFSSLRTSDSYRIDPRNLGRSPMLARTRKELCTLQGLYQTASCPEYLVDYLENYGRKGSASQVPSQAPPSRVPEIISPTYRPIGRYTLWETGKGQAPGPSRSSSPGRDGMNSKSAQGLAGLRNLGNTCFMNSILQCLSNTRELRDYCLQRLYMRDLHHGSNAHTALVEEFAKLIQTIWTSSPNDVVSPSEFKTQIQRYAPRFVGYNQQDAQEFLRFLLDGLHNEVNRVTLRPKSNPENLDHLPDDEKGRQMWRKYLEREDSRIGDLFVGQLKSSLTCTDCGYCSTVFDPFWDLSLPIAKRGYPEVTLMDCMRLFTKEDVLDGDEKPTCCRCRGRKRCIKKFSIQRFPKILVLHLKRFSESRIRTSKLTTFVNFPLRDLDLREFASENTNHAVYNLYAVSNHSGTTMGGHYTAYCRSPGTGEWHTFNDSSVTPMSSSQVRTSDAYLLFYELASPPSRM
#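 Cell-free coupled assay: 10nM USP2 core preincubated 30min RT with compound in Tris-HCl pH 8.0/CaCl2/CHAPS buffer, then 25nM Ub-CHOP2 and 25nM reporter substrate; fluorescence (Ex 485/Em 531) read after 60min RT, normalized to NEM inhibition, concentration-response curves fitted.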
# The depositor's hits bear a star; ? = inconclusive; . = not tested or not shown; [ ] = remark or other dose. Unless noted, the call rests on the fitted dose curve; in most records, active means well fitted curve in the direction sought with a large enough effect; inconclusive means small, poorly fitted or top-dose-only effect, or another doubt; inactive means no such curve, though single readings can be large; an effect the other way counts as inactive or inconclusive.
# Order of values – uPA generation, TRPV1 agonist, TSG101-PTAP inh, B2AR arrestin, ASM inhibitor, ELG1 genotox, p53 reactivation, Eya2 phos inh, USP2a inh, BRCA1 expr up, Integrin act MD
> COc1cccc(C(=O)N2CCN(C(=O)C3CC3)CC2)c1
  -3%, 1, 0%, 0.1%, -1%, 1%, 5%, -3%, 0%, -6%, -11%
> COc1ccc(N(CC(=O)N2CCN(C)CC2)S(=O)(=O)c2cc(C)ccc2OC)cc1Cl
  -14%, -1, -2%, 0.8%, -2%, 1%, 26%, -3%, 3%, -1%, -19%
> N#CC(c1ccc(Cl)cc1)(c1ncc(C(F)(F)F)cc1Cl)N1CCOCC1 (configuration not stated)
  -3%, ., 1%, -0.4%, -4%, 1%, -2%, 3%, -1%, -8%, 21%
> COc1ccc(N2CCN(CC(=O)c3c[nH]c4ccccc34)CC2)cc1
  3%, 0, 0%, 0.1%, 0%, 0%, -4%, ?, -1%, -38%, 20%
> CC(=O)c1cc(-c2ccccc2)n(CCC(=O)NC2CCC(C)CC2)c1C (configuration not stated)
  -7%, ?, 1%, -1.9%, -1%, 1%, -14%, 3%, 3%, -24%, -4%
> COc1ccccc1NC(=O)C1CCCCN1S(=O)(=O)c1ccc(F)cc1 (configuration not stated)
  3%, 15, -7%, 0.1%, 0%, 3%, -16%, -1%, 0%, -21%, 9%
> C/C(=N\NC(=O)c1cc(-c2cccc([N+](=O)[O-])c2)n[nH]1)c1ccccc1O
  -4%, -3, -2%, 0.1%, -4%, 6%, 24%, 11%, 2%, -74%, 14%
> CCn1c(COc2ccc(=O)n(-c3ccccc3)n2)nnc1SC
  2%, 1, -2%, -0.1%, 8%, -2%, -4%, -2%, 4%, 0%, -20%
> CCCCCc1cc(=O)oc2c(C(CCN3CCCCC3)c3ccc(OC)cc3)c(OC)cc(OC)c12 (configuration not stated)
  ?, 3, -1%, -0.9%, -8%, -3%, -8%, -3%, 1%, -50%, -49%[inhibitor]
> O=C(c1nc2ccccn2c1CNCCCn1ncc2ccccc21)N1CCOCC1
  -11%, -1, -5%, -0.2%, -1%, 0%, 0%, 10%, -1%, -1%, 13%
> CCCC(=O)Nc1c(-c2ccccc2)c(=O)c(C)nn1-c1ccc(Cl)cc1
  4%, -1, 0%, -0.1%, 0%, -1%, -5%, -13%, 2%, -1%, 10%
> Nc1nnnn1/N=C/c1cccs1
  -1%, 1, -4%, -0.4%, 4%, -1%, -6%, 37%[15.4 µM], 3%, -4%, 2%
> O=C(Nc1ccon1)Nc1cccc(Cl)c1Cl
  1%, 26, 0%, -2.6%, -4%, -1%, -5%, 7%, 1%, -17%, ?
> Cc1cc(NC(=O)COC(=O)C2CCN(C(=O)c3ccc(Cl)cc3)CC2)no1
  1%, -10, -9%, 0.1%, 5%, 0%, -2%, -4%, 2%, -5%, -1%
> COCc1ccccc1C1=CC(=O)C[C@H](c2ccc(F)cc2)C1
  -4%, ?, -1%, -1.3%, 0%, 6%, -6%, -9%, -6%, 0%, 0%
> Cc1ccc(C)c(N2CCN(S(=O)(=O)c3ccc4c(c3)CC(=O)N4C)CC2)c1
  4%, -2, -8%, -0.4%, -9%, -3%, -11%, -9%, 4%, -18%, -18%
> CC(C)c1ccc(NC(=S)NC2CC3C=CC2C3)cc1 (configuration not stated)
  7%, 89*, -2%, 2.9%, 2%, ?, ?, -14%, -5%, 4.5µM*, 16%
> COC(=O)c1sc(=S)n(-c2cccc(Cl)c2)c1N
  ., 1, -5%, -0.6%, 2%, -1%, -2%, 4%, 2%, 3%, -8%
> CCOC(=O)c1c(-c2cccc([N+](=O)[O-])c2)csc1N
  -18%, 6, -9%, -0.9%, -5%, 5%, -5%, 1%, 3%, -26%, -9%
> O=C(CSc1nnc(-c2ccco2)n1CC1CCCO1)N1CCCCC1 (configuration not stated)
  9%, 0, ., 0.3%, 4%, -4%, 9%, 14%, 1%, -3%, -5%
> CSc1ccc(/C=C/C(=O)c2c(O)cc(C)oc2=O)cc1
  1%, 1, 1%, 0.3%, 4%, 21%, ., 5%, -17%, 5%, -21%
> O=C(CCNc1n[nH]c(=O)[nH]c1=O)N/N=C\c1cccc(OCc2ccccc2)c1
  5%, -2, -4%, 0.1%, -12%, 4%, 15%, -4%, -1%, 28%, -8%
> Cc1cc(=O)[nH]c(SCC(=O)NC(C)C2CC3CCC2C3)c1C#N (configuration not stated)
  -3%, 0, 0%, 0.1%, 1%, -11%, -1%, 17%, 2%, -21%, 10%
> O=S(=O)(c1ccc2ccccc2c1)N1CCCOC1
  2%, 1, -4%, -0.1%, 0%, 0%, -6%, 1%, 1%, -1%, 5%
> c1csc(-c2nnc3ccccn23)c1
  1%, 2, -5%, 0.0%, 3%, -1%, -1%, 2%, -2%, -5%, 40%[7.66 µM]
> CC(=O)c1cc(N2CCC(C(=O)O)CC2)ccc1[N+](=O)[O-]
  1%, 1, 0%, 0.3%, -2%, 0%, -1%, 7%, 6%, -15%, 2%
> Cc1ccc(S(=O)(=O)Nc2ccccc2-c2ccccc2)cc1
  -17%, 8, -3%, -0.3%, -4%, -2%, 2%, -10%, -2%, -94%[inhibitor], 0%
> CCO[C@@H]1OC(C(=O)N2CCOCC2)=C[C@H](c2coc3ccccc3c2=O)[C@H]1CCCO
  -5%, 2, ., -0.3%, -6%, 3%, 1%, -5%, 3%, 15%, 38%
> c1ccc(CCNc2nc(-c3cccnc3)cs2)cc1
  -6%, 3, -2%, 0.0%, -1%, ?, ?, 1%, 1%, 8.9µM*, ?
> Cc1ccsc1C(=O)OCC(=O)NCC1CCCO1 (configuration not stated)
  0%, 3, -1%, 4.8%, 4%, 0%, 15%, 5%[15.4 µM], -2%, 25%, -8%
> COc1ccc(NS(=O)(=O)c2ccc3c(c2)N(C(C)=O)CC(C)S3)c(OC)c1 (configuration not stated)
  -17%, 2, 0%, -0.4%, -2%, -6%, -4%, 3%, -5%, 6%, 18%
> O=C1CCCN1CC(O)CS(=O)(=O)c1ccccc1 (configuration not stated)
  ., -3, -2%, 0.5%, 1%, 2%, -2%, 2%, 2%, 1%, -19%
> Cc1ccc(NC(=O)CN2C(=O)COc3ccc(S(=O)(=O)N4CCCC4)cc32)c(C)c1
  0%, 2, -4%, 0.6%, 1%, 2%, -3%, 4%, 3%, 6%, -1%
> CN(C(=O)COC(=O)CCC(=O)c1ccc(Cl)cc1)c1c(N)n(Cc2ccccc2)c(=O)[nH]c1=O
  25%, 2, 1%, -0.2%, 0%, 2%, 1%, 14%, 1%, -10%, 32%
> Cc1cc(C)cc(NC(=O)C2CCN(c3cnccn3)CC2)c1
  15%, 21, 0%, -0.5%, 40%[activator], -3%, -3%, 2%, 2%, -3%, ?
> Cc1ccc(N2CC(C(=O)NCc3cccs3)CC2=O)cc1 (configuration not stated)
  3%, 7, -6%, 0.0%, 1%, -3%, 11%, -2%, 4%, -11%, 14%
> Cc1cc(C#N)c(C)n1-c1cc(S(=O)(=O)N2CCOCC2)ccc1N1CCCC1
  5%, 4, -2%, ., -3%, ., ., ., ., -23%, 4%
> Cc1ccccc1-c1cc(C(=O)NCc2cccs2)nn1CC1CC(c2cccc([N+](=O)[O-])c2)=NO1 (configuration not stated)
  6%, 5, -12%, 0.3%, -7%, -3%, 8%, -5%, 2%, -8%, -6%
> Cc1cc(C)c2cc(CN(CCO)Cc3nnnn3Cc3ccc(F)cc3)c(=O)[nH]c2c1
  -7%, 3, -4%, 0.3%, -2%, -4%, -15%, -6%, 1%, -52%, -13%
> COC(=O)c1sccc1N/N=C(\C)c1ccc(F)c(Cl)c1
  2%, -7, -1%, -0.1%, 25%, ?, -1%, -4%, 0%, -102%[inhibitor], 2%
> COc1ccc(NC(=O)CCN=C2NS(=O)(=O)c3ccccc32)cc1S(=O)(=O)N(C)C
  11%, -3, -6%, -0.1%, -2%, -3%, 0%, 11%, 3%, -5%, 9%
> COc1ccc(C)cc1NCc1ccc([N+](=O)[O-])cc1
  7%, -1, 0%, 1.0%, 4%, 1%, ., 8%, 2%, -7%, -13%
> CC1=[N+](C)N(c2ccccc2)C(=O)C1N=Cc1c(Cl)cccc1Cl (configuration not stated)
  14%, 2, 1%, 0.0%, 3%, -3%, -4%, -26%, 3%, 2%, 2%
> O=S(=O)(Nc1ccc(OC(F)(F)F)cc1)c1cccc2nonc12
  1%, 29, 0%, -1.4%, -2%, -2%, -4%, -14%, -1%, 0%, 20%
